High-throughput results (PubChem)
V1R ag counter: counter-screen for oxytocin receptor agonists: human V1a receptor agonists. P37288. CHO-V1R cells, Fluo-8 calcium fluorescence, agonist mode; 0% DMSO, 100% 3 nM vasopressin. activation, % at 3 µM. 320,000 tested, 0.25% active;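 active = activation above the mean activation of all tested compounds plus 3 SD, per screening run, cut at about 20% in these data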;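 note: signal is peak over basal fluorescence ratio across a 100 second FLIPR read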
Target sequence (P37288 whole entry, looked up): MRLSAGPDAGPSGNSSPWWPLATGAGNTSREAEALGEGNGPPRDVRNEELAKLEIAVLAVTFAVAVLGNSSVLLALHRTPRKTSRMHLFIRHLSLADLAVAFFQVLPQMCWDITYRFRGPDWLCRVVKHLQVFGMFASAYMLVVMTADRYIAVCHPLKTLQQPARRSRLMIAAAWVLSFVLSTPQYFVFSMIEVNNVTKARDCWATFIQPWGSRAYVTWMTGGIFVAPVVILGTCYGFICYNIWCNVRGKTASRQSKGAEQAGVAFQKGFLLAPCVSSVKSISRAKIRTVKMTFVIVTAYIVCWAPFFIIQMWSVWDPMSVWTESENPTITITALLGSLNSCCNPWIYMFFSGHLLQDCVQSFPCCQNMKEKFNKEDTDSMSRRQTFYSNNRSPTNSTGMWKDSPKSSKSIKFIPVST
M1 ag: agonists of human M1 muscarinic receptor; CHO-K1 hM1, Fluo-8 calcium fluorescence, agonist mode; 0% DMSO, 100% acetylcholine EC100; activation, % at 3 µM; 360,000 tested, 0.33% active;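 active = activation above the run's mean compound activation plus 3 SD, cut at about 16% in these data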;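 note: peak over basal fluorescence ratio within a 140 s kinetic read after compound addition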
TAAR1 agonist: agonists of human TAAR1; Q96RJ0; CHO RD-HGA16 TAAR1, Fluo-8 calcium fluorescence; vehicle wells 0%, saturating PEA agonist 100%; activation, % at 3 µM; 360,000 tested, 0.99% active; AID 624467;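 active = activation above the mean activation of all test compounds in the run plus 3 SD, cut at about 38% in these data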
Target sequence (Q96RJ0 whole entry, looked up): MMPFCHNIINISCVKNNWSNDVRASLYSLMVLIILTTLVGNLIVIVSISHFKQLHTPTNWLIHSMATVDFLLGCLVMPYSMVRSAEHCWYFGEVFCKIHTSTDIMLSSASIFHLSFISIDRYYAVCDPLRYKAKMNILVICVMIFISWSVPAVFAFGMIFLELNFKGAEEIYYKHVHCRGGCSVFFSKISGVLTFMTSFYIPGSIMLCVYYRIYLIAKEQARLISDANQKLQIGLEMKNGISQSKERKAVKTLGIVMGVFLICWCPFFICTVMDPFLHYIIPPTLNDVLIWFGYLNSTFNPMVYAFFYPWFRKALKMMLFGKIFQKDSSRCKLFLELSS
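Test system: RD-HGA16 (CHO) cells co-expressing Gα16 and hTAAR1; dosing: one-point dosing at 3 µM (nominal); timing: 17-24 h seeding, 75 min 37 °C dye, 30 min RT; signal: kinetic Fluo-8 calcium fluorescence; read-out basis: % activation relative to PEA EC100 response; controls: DMSO and PEA EC100; replicates: n 1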
CHO parental Ca: counter-screen for OX1R antagonists: effect in parental CHO cells; parental CHO-K1, ATP-induced calcium, Fluo-8 fluorescence; inhibition, % at 5.6 µM; 330,000 tested, 0.63% active;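 active = inhibition above that plate's mean sample inhibition plus 3 SD, cut at about 26% in these data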;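 note: 0% = ATP-challenged DMSO wells and 100% = DMSO wells without ATP; some compounds past the cut are filed as inactive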
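Test system: untransfected parental CHO cell line; also added: ATP stimulus; dosing: 5.6 µM, single dose; signal: calcium-sensitive Fluo-8 fluorescence; measure: percent inhibition of ATP-evoked calcium rise, normalized to controls; benchmarks: low control ATP plus DMSO, high control DMSO only; replication: one well per compound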
TAAR1 antagonist: human TAAR1 antagonism. 360,000 tested, 1.5% active. Q96RJ0. CHO RD-HGA16 TAAR1, Fluo-8 calcium fluorescence, antagonist. inhibition, % at 3 µM;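 active = inhibition above a per-plate cutoff, the mean inhibition of test compounds on that plate plus 3 SD, cut at about 49% in these data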;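 note: 0% = DMSO plus EC80 beta-PEA response and 100% = DMSO alone without agonist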
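Assay system: RD-HGA16 CHO cells with stable hTAAR1 and Gα16 / Reagent: EC80 β-phenethylamine stimulus / Doses: 3 µM, single point / Timing: dye loading 75 min at 37 °C, then 30 min room temperature / Measured by: Fluo-8 intracellular calcium dye fluorescence, real-time kinetic reads / Controls: vehicle wells and EC80 agonist wells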
OXTR potentiator: human OXTR potentiation. P30559. 320,000 tested, 0.061% active. AID 2445. activation, % at 3 µM. CHO-OTR cells, Fluo-8 calcium fluorescence, potentiator mode; 0% = oxytocin EC15, 100% = EC100;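 active = activation above that plate's cutoff, the mean activation of tested compounds plus 3 SD, cut at about 6.6% in these data, passing the limit was not always enough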;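 note: 100% uses oxytocin at 75 nM as the full agonist control; some results filed as inactive read as strong as hits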
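Assay system: CHO-OTR cells, human receptor / Also added: oxytocin at about EC15, sub-maximal agonist stimulus / Dosing: single dose, 3.0 µM nominal final compound concentration / Incubation: 6 min pre-incubation, 100 s read / Technique: Fluo-8 calcium dye fluorescence / Read-out: % activation vs EC15 and EC100 oxytocin / Benchmarks: EC15 oxytocin low, 75 nM oxytocin high / Replicates: singlicate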
CHRM1 antagonist: blocks human M1 muscarinic receptor. inhibition, % at 3 µM. CHO-K1 hM1, Fluo-8 calcium fluorescence, ACh EC80 antagonist. 360,000 tested, 1.3% active. AID 588852. P11229;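 active = percent inhibition above its own plate's cutoff, namely the mean of that plate's compound wells plus 3 SD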;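 note: peak over basal fluorescence ratio during 140 s after agonist addition; 0% = ACh EC80 plus DMSO and 100% = DMSO alone without agonist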
M1 PAM: potentiates human M1 receptor response to acetylcholine; P11229; CHO-K1 hM1, Fluo-8 calcium fluorescence, ACh EC20; 0% = ACh EC20, 100% = maximal ACh; activation, % at 3 µM; 360,000 tested, 0.088% active; AID 588819; in the data active = activation above about 19%, passing the limit was not always enough
OXTR agonist: human OXTR agonism; activation, % at 3 µM; CHO-OTR cells, Fluo-8 calcium fluorescence; normalized: DMSO 0%, oxytocin 100%; 320,000 tested, 0.32% active;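 active = activation above the mean of all tested compounds plus 3 SD, cutoff set per screening run, cut at about 20% in these data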;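 note: peak over basal fluorescence ratio from a 100 s FLIPR kinetic read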
The depositor's hits bear a star; nt = no result given.

Every second line gives: V1R ag counter	M1 ag	TAAR1 agonist	CHO parental Ca	TAAR1 antagonist	OXTR potentiator	CHRM1 antagonist	M1 PAM	OXTR agonist
CCOC(=O)C1(COCc2ccccc2)CCCCC1=O (stereo not drawn)
    nt	-1	3	nt	-15	nt	-21	15	nt
CCC1(C)OC(=O)N2CCc3c(C)[nH]c4c(C)ccc(c34)C21C (stereo not drawn)
    -1.2	-2	1	-10	-11	1	-12	6	-2.4
CSCC[C@H](NC(=O)[C@@H]1Cc2c([nH]c3ccccc23)C2c3ccccc3C(=O)N21)C(=O)NCC1CCCO1 (stereo partly drawn)
    -0.4	-3	0	-21	4	-3	-1	-2	-1.2
O=C(NCCCn1cccn1)C1CCC(=O)N(Cc2ccccc2F)C1 (stereo not drawn)
    0.5	-4	1	-11	-16	3	-5	2	-0.3
O=C(NCCCN1CCOCC1)c1cccc(NS(=O)(=O)c2ccc(Br)cc2)c1
    -0.2	-7	9	-13	0	-2	-11	5	-0.2
COCCn1cnc2c(c1=O)c1nc3ccccc3nc1n2/N=C/c1ccco1
    -0.3	0	10	-15	-16	-6	-6	7	-2.0
CN(C(=O)c1ccc(NC(=O)Cc2cccc(NC(=O)C3CCN(C(=O)C4CCC4)CC3)c2)cc1)C1CCCC1
    1.8	0	1	-5	7	-4	-1	0	1.0
Cn1c(N)c(C(=O)CSc2nnc(-c3ccccc3F)n2N)c(=O)n(C)c1=O
    -0.1	-1	1	-6	1	-2	-12	19	-0.1
Cc1ccc(CNC(=O)c2ccc3c(c2)S(=O)(=O)c2ccccc2C3=O)cc1
    -0.9	-7	12	-1	40	-15	-5	-1	-0.2
Cc1ccsc1/C=N/NC(=O)c1ccc2nc[nH]c2c1
    0.5	-2	1	-7	5	-5	14	-10	-0.5
CC(=O)Nc1ccc(S(=O)(=O)N2CCc3c(Cl)cccc3C2)cc1
    6.1	0	7	9	15	-8	-10	-3	7.0
Cc1ccc(C(=O)N2CC=C(c3ccccc3)CC2)s1
    -1.3	-4	-2	-4	-10	-6	-14	7	-2.7
Cc1n[nH]c(C)c1CCN(C)C(=O)C1CCC(=O)N(CC2CCCCC2)C1 (stereo not drawn)
    -0.2	-2	1	4	-11	-4	13	-3	-0.4
N/C(=N\OC(=O)c1ccc(Cl)c(Cl)c1)c1cccnc1
    3.4	-1	13	-6	-1	-13	-31	6	3.2
COc1ccccc1CN(C)C(=O)CSCC(=O)Nc1ccccc1F
    1.7	-8	5	-7	-8	-6	10	-7	7.8
CCN1C(=O)c2cccc3c(S(=O)(=O)Nc4ccccc4OC)ccc1c23
    11	0	11	-14	25	-19	7	-6	11
O=C(C[C@@H]1C/C=C\C[C@@H](Cc2ccc(F)cc2)C(=O)OC[C@@H]2CCCN2C1=O)NCCO
    0.7	-4	0	4	-7	-2	-6	7	0.5
O=C(NCCCn1ccnc1)c1cc2c(s1)CCCC2
    -0.4	-5	2	-6	-27	-7	-5	5	-1.2
COc1ccc(CC(=O)N/N=C/c2c(C)n(C)c3ccccc23)cc1OC
    0.3	-2	-1	-12	-21	-8	-23	22	-0.4
O=C(NC(=S)N1CCN(c2ccc(Cl)cc2[N+](=O)[O-])CC1)c1cccs1
    -0.1	-8	nt	-15	nt	-4	3	-8	-1.9
COCc1cc(C)nc(SCC(=O)Nc2ccc(C)c(C)c2)c1C#N
    1.0	-3	4	-19	-19	-11	-16	5	-0.2
COc1ccc(Cc2n[nH]c(=S)n2-c2ccc3c(c2)OCCO3)cc1
    2.3	-4	7	2	5	-13	-17	8	0.0
O=C(CCCCC(=O)NN=Cc1ccc(Cl)cc1)NN=Cc1ccc(Cl)cc1
    nt	0	0	nt	-11	nt	-12	10	nt
Cc1cccc(N2CCN(C(=O)C3CCC(=O)N(C4CC4)C3)CC2)c1C (stereo not drawn)
    1.5	1	1	-12	-13	4	-3	6	2.0
COc1ccc(/C=N\NC(=O)C2C(=O)NCC2c2ccccc2)cc1O (stereo not drawn)
    -0.6	3	5	2	-12	-4	-43	0	1.9
C=CCOc1ccc(C2=NOC(C(=O)Nc3ccc4c(c3)OCCO4)C2)cc1OC (stereo not drawn)
    3.9	-3	0	-7	-18	0	-7	7	-1.1
O=c1[nH]c(C2CCCN(S(=O)(=O)c3ccccc3)C2)nc2c1nnn2Cc1ccc(OC(F)(F)F)cc1 (stereo not drawn)
    0.1	-2	5	-1	-37	-4	-1	2	-0.3
CCC1(c2ccc(F)cc2)NC(=O)N(CC(=O)Nc2ccc(S(N)(=O)=O)cc2)C1=O (stereo not drawn)
    -0.2	-3	12	10	-10	-11	1	3	0.0
Cc1ccc(NC(=O)COC(=O)CNC(=O)C2CCCCC2)c(Br)c1
    -1.2	-3	-1	2	10	0	-1	2	-2.7
COc1ccc(C(=O)Nc2ccccc2NC(=O)c2ccco2)cc1OC
    0.2	-2	3	-17	-9	-12	3	1	-0.2

By substructure: the entries above containing an aryl methoxy group
Every second line gives: V1R ag counter	M1 ag	TAAR1 agonist	CHO parental Ca	TAAR1 antagonist	OXTR potentiator	CHRM1 antagonist	M1 PAM	OXTR agonist
COc1ccccc1CN(C)C(=O)CSCC(=O)Nc1ccccc1F
    1.7	-8	5	-7	-8	-6	10	-7	7.8
CCN1C(=O)c2cccc3c(S(=O)(=O)Nc4ccccc4OC)ccc1c23
    11	0	11	-14	25	-19	7	-6	11
COc1ccc(CC(=O)N/N=C/c2c(C)n(C)c3ccccc23)cc1OC
    0.3	-2	-1	-12	-21	-8	-23	22	-0.4
COc1ccc(Cc2n[nH]c(=S)n2-c2ccc3c(c2)OCCO3)cc1
    2.3	-4	7	2	5	-13	-17	8	0.0
COc1ccc(/C=N\NC(=O)C2C(=O)NCC2c2ccccc2)cc1O (stereo not drawn)
    -0.6	3	5	2	-12	-4	-43	0	1.9
C=CCOc1ccc(C2=NOC(C(=O)Nc3ccc4c(c3)OCCO4)C2)cc1OC (stereo not drawn)
    3.9	-3	0	-7	-18	0	-7	7	-1.1
COc1ccc(C(=O)Nc2ccccc2NC(=O)c2ccco2)cc1OC
    0.2	-2	3	-17	-9	-12	3	1	-0.2

Next entries follow:
Every second line gives: V1R ag counter	M1 ag	TAAR1 agonist	CHO parental Ca	TAAR1 antagonist	OXTR potentiator	CHRM1 antagonist	M1 PAM	OXTR agonist
COc1cccc(OC)c1C(=O)Nc1cc(C)nn1-c1nc2ccccc2[nH]1
    -0.6	-2	8	-20	69*	0	37	-8	-2.5
CC(=O)OCC1OC(OC2C[C@]3(C)C(CC(O)C4C([C@](C)(CCC=C(C)C)OC5OC(CO)C(O)C(O)C5O)CC[C@]43C)[C@@]3(C)CCC(O)C(C)(C)C23)C(O[C@@H]2OC(C)C(O)C(O)C2O)C(O)C1O (stereo partly drawn)
    1.1	3	nt	-5	nt	-3	1	11	0.9
Cc1ccc(CCNC(=O)CCc2nc3ccccc3[nH]2)cc1
    0.3	-6	5	-6	8	0	-1	5	-1.2
CNS(=O)(=O)c1ccc(NC(=O)Nc2cccc(F)c2)cc1
    1.4	-4	14	-1	3	-4	-8	8	1.4
O=C(CCl)N1CCN(S(=O)(=O)c2ccc3ccccc3c2)CC1
    1.6	-1	2	-9	-7	0	-14	11	3.4
CC1(C)CC(=O)C=C(NC2CC(C)(C)NC(C)(C)C2)C1
    -0.5	-5	5	11	-15	-5	-30	10	1.4
CC(C)c1nc(CNC(=O)CC2C(=O)NCCN2Cc2ccoc2)cs1 (stereo not drawn)
    0.6	-11	1	6	-4	-7	-6	5	0.6
Cc1cc(N2CCN(C)CC2)nc2ccc(NC(=S)N3CCN(c4cccc(Cl)c4)CC3)cc12
    0.9	-5	7	-8	4	0	-5	4	1.1
CCOC(=O)c1cnc(SCC#N)nc1N
    -0.7	-3	-1	12	-13	1	-3	5	-1.7
CNC(=O)CSCc1c(F)cccc1Cl
    1.1	-4	9	-10	4	-2	8	3	1.6
COc1ccc(-c2noc3c2-c2nc(C4CCCCC4)sc2CC3)cc1
    0.6	-4	3	5	-7	5	-4	-1	-0.7

Three entries out of the list, arranged by heavy-atom count, low to high:
Every second line gives: V1R ag counter	M1 ag	TAAR1 agonist	CHO parental Ca	TAAR1 antagonist	OXTR potentiator	CHRM1 antagonist	M1 PAM	OXTR agonist
CC1(C)CC(=O)C=C(NC2CC(C)(C)NC(C)(C)C2)C1
    -0.5	-5	5	11	-15	-5	-30	10	1.4
O=C(CCl)N1CCN(S(=O)(=O)c2ccc3ccccc3c2)CC1
    1.6	-1	2	-9	-7	0	-14	11	3.4
CC(=O)OCC1OC(OC2C[C@]3(C)C(CC(O)C4C([C@](C)(CCC=C(C)C)OC5OC(CO)C(O)C(O)C5O)CC[C@]43C)[C@@]3(C)CCC(O)C(C)(C)C23)C(O[C@@H]2OC(C)C(O)C(O)C2O)C(O)C1O (stereo partly drawn)
    1.1	3	nt	-5	nt	-3	1	11	0.9
